GLP-1R inv ag – qHTS of GLP-1 Receptor Inverse Agonists (Inhibition Mode) | Potency, µM (highest dose often 38.3 µM), for inactives: at the top dose activity change, negative = inhibition, usual class: inhibitors | HEK293 GLP-1R CRE-luciferase, luminescence, 24 h; GLP-1R form is constitutively active | Glucagon-like peptide 1 receptor (Homo sapiens), P43220 | actives 1.6% (n = 410,000); further: potency means the concentration at half of the fitted maximal effect; on the % scale 0 is the no-effect control and ±100 the full control effect; nearly all actives have a fitted effect of over 55% in size
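HEK293 cells stably co-expressing a cAMP-responsive luciferase reporter and constitutively active GLP-1R were seeded, incubated 12 h, then exposed to compounds for 24 h at 37 C. Luminescence was read 12 min after detection reagent; inverse agonists lower signal.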
EPAC1 antagonist – qHTS for Antagonist of cAMP-regulated guanine nucleotide exchange factor 3 (EPAC1): primary screen | Rap guanine nucleotide exchange factor 3 (Homo sapiens), O95398 | EPAC1 GEF assay, Rap1b-BODIPY-GDP exchange fluorescence | Potency, µM (highest dose often 115 µM), for inactives: at the top dose activity change, negative = inhibition, most hits filed as inhibitors | actives 0.14% (n = 360,000);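 further: potency means the concentration at half of the fitted maximal effect; plate controls were vehicle for no effect and positive control for full effect; nearly all actives have a fitted effect of over 50% in size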
Target sequence (O95398 whole entry, looked up): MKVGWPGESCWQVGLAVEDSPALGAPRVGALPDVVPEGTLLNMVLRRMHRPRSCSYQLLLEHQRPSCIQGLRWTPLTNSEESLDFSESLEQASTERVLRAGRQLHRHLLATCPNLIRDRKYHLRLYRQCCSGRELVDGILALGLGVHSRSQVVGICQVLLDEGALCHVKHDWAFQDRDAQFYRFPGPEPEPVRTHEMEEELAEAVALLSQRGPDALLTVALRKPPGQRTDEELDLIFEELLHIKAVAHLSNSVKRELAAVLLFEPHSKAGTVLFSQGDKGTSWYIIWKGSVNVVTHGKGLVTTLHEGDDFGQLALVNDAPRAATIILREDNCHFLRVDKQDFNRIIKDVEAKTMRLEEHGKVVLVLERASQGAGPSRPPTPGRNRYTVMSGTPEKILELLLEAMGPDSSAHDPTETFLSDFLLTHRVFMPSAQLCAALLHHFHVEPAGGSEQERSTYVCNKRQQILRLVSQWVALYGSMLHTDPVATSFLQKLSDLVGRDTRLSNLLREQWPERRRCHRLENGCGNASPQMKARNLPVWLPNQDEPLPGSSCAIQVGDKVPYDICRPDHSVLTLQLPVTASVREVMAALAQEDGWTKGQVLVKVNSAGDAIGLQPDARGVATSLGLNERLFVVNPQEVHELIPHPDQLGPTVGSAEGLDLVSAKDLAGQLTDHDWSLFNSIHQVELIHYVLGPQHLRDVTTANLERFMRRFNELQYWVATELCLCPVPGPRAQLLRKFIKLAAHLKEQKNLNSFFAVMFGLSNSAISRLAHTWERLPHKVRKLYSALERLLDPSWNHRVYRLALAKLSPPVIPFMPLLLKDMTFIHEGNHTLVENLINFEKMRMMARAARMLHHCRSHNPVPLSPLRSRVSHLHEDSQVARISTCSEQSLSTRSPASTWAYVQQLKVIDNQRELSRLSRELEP
EPAC1 ag – qHTS for Agonist of cAMP-regulated guanine nucleotide exchange factor 3 (EPAC1): primary screen; Rap guanine nucleotide exchange factor 3 (Homo sapiens), O95398; EPAC1 agonist qHTS, biochemical assay; response scale: 100% = response to 6.5 mM cAMP; Potency, µM (series often up to 154 µM), for inactives: at the top dose activation, hits mostly activators; actives 0.073% (n = 360,000); AID 720707, 2013; further: potency means the concentration at half of the fitted maximal effect; nearly all actives have a fitted effect of over 60% in size
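Nucleotide exchange by EPAC1 (100 nM) on Rap1B–BODIPY-GDP (250 nM) in the presence of 50 uM GDP is tracked fluorescently at 480/540 nm over 30 min. Signals are normalized to a 6.5 mM cAMP control.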
PLK1 PBD inh – qHTS for Inhibitors of PLK1-PDB (polo-like kinase 1 - polo-box domain): Primary Screen; Potency, µM, for inactives: max response, negative = inhibition, most hits filed as inhibitors; actives 2.8% (n = 360,000); Plk1 PBD binding of FITC phosphopeptide, fluorescence polarization; Serine/threonine-protein kinase PLK1 (Homo sapiens), P53350; further: potency means the concentration at half of the fitted maximal effect; series mostly up to about 57 µM; on the % scale 0 is the no-effect control and ±100 the full control effect; nearly all actives have a fitted effect of over 65% in size
GLP-1R agonist – qHTS of GLP-1 Receptor Agonists; HEK293 GLP-1R CRE-luciferase, luminescence, 4-6 h; cells express a hypersensitive GLP-1R form; actives 0.007% (n = 380,000); Potency, µM (top dose mostly 45.6 µM), for inactives: top-dose activation, actives largely listed as activators; Glucagon-like peptide 1 receptor (Homo sapiens), P43220; further: potency means the concentration at half of the fitted maximal effect; % of control where 0% means no effect
HEK293 tox – qHTS of GLP-1 Receptor Inverse Agonists: Cytotox Screen | actives 0.13% (n = 410,000) | Potency, µM (doses to about 38.3 µM), for inactives: at the highest dose activity change, negative = inhibition, hits mostly inhibitors | HEK293 cAMP-luciferase reporter cells, luminescence, 24 h;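 further: loss of luciferase light is scored as toxicity; potency means the concentration at half of the fitted maximal effect; on the % scale 0 is the no-effect control and ±100 the full control effect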
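Step one: seed cells (200 cells/uL, DMEM with 10% Nu serum, 1% pen-strep). Step two: 12-hour incubation at 37 deg C. Step three: pin 23 nL compound, incubate 24 hr. Step four: add luciferase reagent, read luminescence 12 min later.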
IL-2 act – qHTS of IL-2 Activators | activation, % (series mostly up to about 46 µM) | actives 0.065% (n = 360,000) | AID 652025, 2013 | IL-2 activation reporter assay, cell-based qHTS; stimulated with anti-CD3/CD4/CD28 beads; in transgenic mouse T cells; in the data active means activation above about 50%; inconclusive means mostly about 30% to 49%; further: 0% is about no effect
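Readout is EGFP and DsRed signal by fluorescent plate cytometry after 18 h at 37 degrees C. Transgenic mouse T cells (750/well) received compound for 60 min before bead stimulation (anti-CD3, anti-CD4, anti-CD28); memory T cells served as non-tolerant control.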
PI5P4K alpha inh – qHTS for Inhibitors of phosphatidylinositol 5-phosphate 4-kinase (PI5P4K) | Phosphatidylinositol 5-phosphate 4-kinase type-2 alpha (Homo sapiens), P48426 | PI5P4Kalpha enzyme, ADP-Glo luminescence, 60 min; active compounds read low | max response, % | actives 1.2% (n = 330,000) | AID 652105, 2013; active means max response of -50% or lower; inconclusive means between -30% and -50%; inactive means -30% or higher; further: value at the top dose of about 77 µM; on the % scale 0 is the no-effect control and ±100 the full control effect
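Enzyme plus substrate dispensed, test compounds pinned in, then ATP (5 microM final) added. After 60 min at RT, ADP-Glo reagent 1 for 45 min and reagent 2 for 30 min preceded luminescence imaging.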
PTHR1 agonist – qHTS for PTHR1 Agonists: Primary Screen | HEK293 GP2 PTHR1 cells, GloSensor cAMP luminescence, 1 h | Potency, µM (doses to about 115 µM), for the others: top-dose activation, usual class: activators | actives 0.075% (n = 410,000); further: potency means the concentration at half of the fitted maximal effect; nearly all actives have a fitted effect of over 55% in size; some results filed as inactive show a strong effect at the top dose; inactives centre near -15; many of its hits are not listed in these tables
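HEK-293-derived GP2 cells expressing PTHR1 and a GloSensor cAMP reporter, 3,000/well, plated overnight, given luciferin plus IBMX (each 0.5 mM as added) for 1 h at 37 °C, then compound for 1 h at 37 °C. Luminescence was read after 15 min at room temperature.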
Active calls of the source: *; i = inactive; ? = inconclusive; / = not tested or not shown; & = joins results of further samples; [ ] = another dose, or the depositor's remark. Unless noted, the call rests on the fitted dose curve; in most records, active means well fitted curve in the direction sought with a large enough effect; inconclusive means small, poorly fitted or top-dose-only effect, or another doubt; inactive means no such curve, though single readings can be large; an effect the other way counts as inactive or inconclusive.

SMILES	GLP-1R inv ag	EPAC1 antagonist	EPAC1 ag	PLK1 PBD inh	GLP-1R agonist	HEK293 tox	IL-2 act	PI5P4K alpha inh	PTHR1 agonist
CCN(Cc1nc2ccccc2c(=O)[nH]1)C(=O)c1cccc(S(=O)(=O)N2CCc3ccccc32)c1	-15%	1%	0%	-15%	17%	-27%	-0.7	-7	-38%[inhibitor]
Cc1ccc(C)c(NC(=O)c2ccccc2Sc2ccc([N+](=O)[O-])cc2Cl)c1	?	-3%	2%	-2%	6%	1%	-3.5	4	-15%
O=C(COC(=O)c1ccccc1C(=O)N1CCN(c2ccccc2)CC1)NCc1ccccc1	-11%	3%	3%	-9%	7%	18%	-0.5	-5	-6%
COc1c(/C=N/Nc2ccc(C(=O)O)cc2)c(CCN(C)C(C)=O)cc2c1OCO2	-14%	3%	-5%	2%	-2%	0%	-0.1	-1	i
O=C(O)c1cccc(Cn2c(Cl)c(/C=N/NC(=O)c3ccccc3Cl)sc2=O)c1	1%	1%	7%	-3%	-5%	5%	-0.9	1	i
Fc1ccccc1NC(=S)Nc1ccc(CN2CCOCC2)cc1	-1%	?	1%	-11%	3%	-4%	0.0	-1	-2%
CCOc1ccc(S(=O)(=O)Nc2ccc(C(=O)NNC(=O)c3ccncc3)cc2)cc1	15%	2%	-32%[inhibitor]	-13%	-16%	-3%	-0.9	3	i
Cc1ccc(C)c(N2CCN(C(=O)Cn3ncc4ccsc4c3=O)CC2)c1	-29%	/	/	/	-2%	-4%	/	/	-39%[inhibitor]
CCOc1ccccc1NC(=O)CCS(=O)(=O)c1ccc(OC)cc1	5%&-1%	-20%	-2%	-4%	2%	9%&-9%	0.3	-6	-3%
COc1cc[n+]([O-])cc1[N+](=O)[O-]	?	-6%	3%	-9%	0%	-4%	-0.6	0	i
CCNC(=O)NC(=O)C(C)Sc1nnc(COc2ccccc2Cl)o1 (stereo not drawn)	8%	6%	-8%	-10%	8%	-7%	-0.5	-3	-3%[57.5 µM]
O=C(Cn1nc(CNc2ccc(Cl)cc2)[n+]2c1CCCCC2)c1ccc(Br)cc1	-5%	-7%	10%	-16%	7%	15%	1.4	-3	-11%
COc1ccccc1OCCNc1cc(N2CCCCC2)ccc1[N+](=O)[O-]	5%	7%	18%	3%	3%	1%[1.53 µM]	1.4	-2	-1%
Cc1ccc(S(=O)(=O)N2CCOCC2)cc1NC(=O)COC(=O)c1cnc(Cl)c(Cl)c1	-9%	-12%	10%	-7%	-1%	2%	0.9	-2	-27%
Cn1cc(C(=O)N2CCCCC2)c(=O)c2cc(S(=O)(=O)N3CCCC3)ccc21	17%	8%	8%	-2%	-5%	-18%	-4.0	0	i
Cc1ccc(Oc2cc([N+](=O)[O-])cc3c2C(=O)Nc2ccccc2O3)cc1	-14%	-9%	10%	8%	17%	-23%	72*	?	i
C/C(=N/NC(=O)c1ccc(C)s1)c1cccc(NC(=O)c2ccoc2C)c1	-14%	-14%	-4%	-2%	17%	-23%	0.8	-9	-27%
CCCCn1c(=O)c(C(=O)c2ccccc2)nc2ccccc21	5%	6%	2%	-7%	10%	4%	0.3	/	-6%[57.5 µM]
CCCCn1nnnc1SCC(=O)Nc1sc2c(c1C#N)CCCC2	-6%	-1%	20%	-14%	-4%	-12%	-1.4	-7	-35%[inhibitor]
CN(c1ccccc1)S(=O)(=O)c1ccc(NC(=O)c2ccc(-c3ccccc3)cc2)cc1	-28%	12%	4%	1%	-18%	-13%	-4.1	/	-26%
Cc1n[nH]c(=O)c2c(NC(=O)CSc3nnc(C4CC4)n3C)oc(C)c12	5%	-4%	14%	-8%	-2%	-7%	0.6	0	-22%
NS(=O)(=O)c1ccc(CNC(=O)c2csc3c2CCCC3)cc1	57%[activator]	-4%	3%	-25%	20%	4%	0.9	0	i
Cc1ccc(/C=C(\NC(=O)c2ccccc2)C(=O)NCC2CCCO2)o1 (stereo not drawn)	9%	-24%	-3%	-11%	-1%	-2%	2.0	2	-45%[inhibitor]
O=C(Cc1ccsc1)Nc1ccccc1F	4%	-5%	-9%	27µM*	9%	-19%	-1.9	0	-2%
Cc1ccc(NC(=O)c2cc(-c3ccccc3)nn2-c2ccccc2)cc1	-7%	11%	-2%	-1%	-7%	7%	-4.4	16	-57%[inhibitor]
COc1cc([N+](=O)[O-])ccc1NC(=O)NN1CCN(C)CC1	15%	3%	-4%	-16%	-5%	11%	1.3	6	i
NC1=NC[C@H](Cc2ccc(O)cc2)N1CCc1cc(C(F)(F)F)cc(C(F)(F)F)c1	5%	-4%	-4%	-1%	2%	-4%	-0.4	15	-15%
CCCc1n[nH]c(=S)n1Cc1ccco1	15%	-24%	2%	-21%	-2%	7%	0.6	-1	i
CCOc1ccc(-c2nc(CS(=O)(=O)CC(=O)NCc3ccc(F)cc3)c(C)o2)cc1	-1%	-28%	-2%	-7%	-4%	-2%	-1.6	-5	i
CCOc1cc(C2C(C(=O)OC)=CN(C3CCCC3)C=C2C(=O)OC)cc(Br)c1O	36%[activator]	5%	-8%	1%	7%	7%	-0.5	/	i
COc1ccc(OCC(=O)Nc2ccc(S(=O)(=O)N3CCOCC3)cc2)cc1	-13%	0%	0%	-4%	-7%	-9%	-1.6	5	-23%
CC(C)C[C@H](NC(=O)OC(C)(C)C)C(=O)N1CCC(C(=O)O)CC1	20%	3%	-11%	-6%	-1%	1%	0.8	-6	i
CSCCC(N=CC1=C(O)CC(C)(C)CC1=O)C(=O)O (stereo not drawn)	-26%	-8%	8%	-17%	-3%	-18%	0.2	3	-26%[57.5 µM]
COc1cc2c(cc1OC)C(C)N(C(=O)Cn1ncc3c1-c1cc(C)ccc1OC3)CC2 (stereo not drawn)	-18%	-21%	-1%	0%	12%	-22%	-4.1	0	-45%[inhibitor]
CC(C)(CNS(=O)(=O)c1ccc(F)cc1)CNS(=O)(=O)c1ccc(F)cc1	-23%	-4%	1%	0%	0%	-3%	3.6	3	-1%[57.5 µM]
CCN(CC)C(=O)CSc1nc2ccccc2c(=O)[nH]1	0%	2%	4%	0%	1%	-11%	2.5	-7	3%[57.5 µM]
Cc1cccc(/C=N/n2c(C)cc(C)c(C#N)c2=O)c1	0%	14%	-8%	-2%	13%	0%	-1.4	/	13%
CCN(Cc1ccncc1)Cc1ccc(Br)cc1	-34%	-13%	-8%	1%	14%	-1%	-0.5	-3	-17%
Cc1sc2ncn(-n3c(C)ccc3C)c(=O)c2c1C	-27%	-13%	2%	-5%	-8%	-13%	0.9	5	i
CCCn1c(CCC(=O)O)nc2cc(S(=O)(=O)N3CCCC3)ccc21	38%[activator]	7%	3%	0%	6%	1%	-0.8	3	0%

Entries listed so far shown as hits in PLK1 PBD inh.
compound,EPAC1 antagonist,PLK1 PBD inh,GLP-1R agonist,PI5P4K alpha inh,PTHR1 agonist
O=C(Cc1ccsc1)Nc1ccccc1F,-5%,27µM*,9%,0,-2%

Following part:
SMILES	GLP-1R inv ag	EPAC1 antagonist	EPAC1 ag	PLK1 PBD inh	GLP-1R agonist	HEK293 tox	IL-2 act	PI5P4K alpha inh	PTHR1 agonist
COc1ccc(CC(=O)NCC(=O)NCc2cc(=O)n(C)c(=O)n2C)cc1	12%	-5%	-3%	-4%	-2%	6%	-2.8	9	-2%
CCOC(=O)c1ccc(NC(=O)CSc2nnc(C)n2-c2ccccc2)cc1	-21%	-15%	-3%	3%	-5%	-13%	-2.2	3	i
CC(C)[C@H](NC(=O)c1ccccc1F)C(=O)NCc1ccc(S(N)(=O)=O)cc1	-9%	-9%	-5%	-7%	3%	-9%	-1.9	2	-25%
CC(=O)c1ccc(O)c(CO)c1	4%	-2%	2%	-8%	24%	6%	0.8	-4	i
Cc1nn2cc(-c3ccc(Cl)cc3)nc2s1	4%	1%	-3%	-3%	-8%	-15%	-2.7	-6	i
CCNC(=O)c1sc(-c2ccccc2)nc1C	86%[activator]	8%	3%	-2%	-7%	4%	-0.8	1	-3%[57.5 µM]
Cc1cc(C(C)(C)C)cc(C)c1S(=O)(=O)N1CCN(C(=O)c2cc([N+](=O)[O-])c[nH]c2=O)CC1	?	-3%	1%	-14%	1%	18%	0.8	-5	-22%
Cc1ccccc1-n1ncc2c1CC(C)(C)CC2NC(=O)CCn1cncn1 (stereo not drawn)	-9%	9%	-15%	-7%	-7%	-8%	-0.9	3	i
Cc1nc(N)sc1-c1csc(Nc2ncccn2)n1	2%	-8%	3%	?	9%	-27%	-5.1	?	i
COc1cccc(OCCOc2cccc(/C=N/n3cnnc3)c2)c1	0%	-6%	8%	-11%	-2%	2%	-2.3	/	i
CCOC(=O)N1CCc2c(sc3c2C(=O)NC(c2ccc(C(=O)OC)cc2)N3)C1 (stereo not drawn)	12%	/	/	/	-3%	1%	/	/	i
COc1ccc(-c2ccc(C(=O)O)c(=O)[nH]2)cc1	9%	2%	3%	-12%	9%	-1%	-3.5	-14	?

Single entries from the list:
COc1cccc(OCCOc2cccc(/C=N/n3cnnc3)c2)c1 @ IL-2 act: -2.3
CCOC(=O)N1CCc2c(sc3c2C(=O)NC(c2ccc(C(=O)OC)cc2)N3)C1 (stereo not drawn) @ HEK293 tox: 1%

Screening data deposited in PubChem by National Center for Advancing Translational Sciences (NCATS).

Only part of the results is shown; count on the stated rates, not on these rows.
